D2 agonist – HTS Assay for Allosteric Agonists of the Human D2 Dopamine Receptor: Primary Screen for Agonists; D(2) dopamine receptor (Homo sapiens), P14416; HEK293 T-REx D2 cells, calcium flux agonist mode; activation, % at 2 µM; 340,000 tested, 0.53% active; AID 485358, 2010;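 active = activation over 3 SD above normal in the single-dose calcium agonist read, cut at about 30% in these data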; also: 0% is about no effect
Target sequence (P14416 whole entry, looked up): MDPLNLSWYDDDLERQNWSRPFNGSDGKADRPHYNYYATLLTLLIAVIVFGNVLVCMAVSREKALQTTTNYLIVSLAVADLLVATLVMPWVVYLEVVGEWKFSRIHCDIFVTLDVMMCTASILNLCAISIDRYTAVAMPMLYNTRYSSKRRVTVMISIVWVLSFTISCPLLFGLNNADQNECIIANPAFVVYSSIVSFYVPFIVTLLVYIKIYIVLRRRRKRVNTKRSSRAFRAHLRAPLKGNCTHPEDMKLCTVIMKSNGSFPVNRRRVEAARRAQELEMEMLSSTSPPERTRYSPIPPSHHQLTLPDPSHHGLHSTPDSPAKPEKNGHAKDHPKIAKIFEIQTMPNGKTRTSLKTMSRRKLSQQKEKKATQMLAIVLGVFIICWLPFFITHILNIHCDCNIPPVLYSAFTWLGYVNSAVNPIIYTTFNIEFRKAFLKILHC
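Tetracycline-induced HEK293 T-REx cells with force-coupled D2 receptor, plated overnight at 30 C, loaded with no-wash calcium dye. After a 10 s baseline, compound was pin-added and calcium flux read kinetically for 180 s; calcium rises flagged agonists.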
RXFP1 antag – qHTS Assay for Antagonists of the Relaxin Receptor RXFP1 | Relaxin receptor 1 (Homo sapiens), Q9HBX9 | HEK293-RXFP1, relaxin-stimulated cAMP HTRF, 30 min; hits give low values | activity change, negative = inhibition, % at 57.5 µM | 350,000 tested, 0.59% active | AID 1259400, 2018;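 active = activity change of -60% or lower, but not beyond a set lower limit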; also: % is scaled to controls: 0 for no effect and ±100 for the full control effect
D1 potentiator – Potentiators of Human D1 Dopamine Receptor: qHTS | D(1A) dopamine receptor (Homo sapiens), P21728 | 360,000 tested, 0.036% active | potentiation, % at 10 µM | HEK293 TREx D1 cells, calcium flux, dopamine EC20 potentiation; in the data active = potentiation above about 30%; also: 0% is about no effect
D1 antag – Antagonist of Human D 1 Dopamine Receptor: qHTS. HEK293 TREx D1 cells, calcium flux, dopamine EC80; hits give low values. activity change, negative = inhibition, % at 10 µM. D(1A) dopamine receptor (Homo sapiens), P21728. 360,000 tested, 3.2% active; in the data active = activity change below about -30%; also: % is scaled to controls: 0 for no effect and ±100 for the full control effect
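Allosteric or orthosteric antagonism assessed as attenuation of the calcium response to EC80 dopamine, added 180 s after compound, in induced HEK293 Trex D1 cells loaded with no-wash calcium dye.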
D1 ag – Allosteric Agonists of the Human D1 Dopamine Receptor: qHTS; 360,000 tested, 1% active; HEK293 T-REx D1 cells, calcium flux, agonist mode; AID 504660, 2011; activation, % at 2 µM; D(1A) dopamine receptor (Homo sapiens), P21728; also: 0% is about no effect
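Inducible HEK293 T-REx D1 cells, force-coupled to calcium signalling, were plated at 4000 cells/well with tetracycline and held overnight at 30 C. After no-wash calcium dye loading, compound-evoked calcium rise over 180 s flagged agonists.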
D2 antagonist – HTS Assay for Allosteric Antagonists of the Human D2 Dopamine Receptor: Primary Screen for Antagonists | D(2) dopamine receptor (Homo sapiens), P14416 | HEK293 TREx D2 cells, calcium flux, dopamine EC80 | inhibition, % at 10 µM | 340,000 tested, 2% active; in the data active = inhibition above about 30%; also: 0% is about no effect
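Inhibition of EC80 dopamine-driven calcium flux, recorded kinetically, defines activity here; cells are a tetracycline-induced HEK293 T-REx line expressing force-coupled D2.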
D2 PAM – HTS Assay for Positive Allosteric Modulators of the Human D2 Dopamine Receptor: Primary Screen for Potentiators | D(2) dopamine receptor (Homo sapiens), P14416 | HEK293 T-REx D2, calcium flux, EC20 dopamine potentiation | potentiation, % at 10 µM | 340,000 tested, 0.34% active;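 active = potentiation over 3 SD above the plate norm, cut at about 30% in these data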; also: 0% is about no effect
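Potentiation of an EC20 dopamine calcium response is measured in a force-coupled, tetracycline-inducible Hek293 Trex D2 line. Compound-only kinetic reads over 180 s flag agonists before dopamine addition.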
TRHR ag – qHTS for Small Molecule Agonists and Allosteric Enhancers of Human TRH Receptor: Primary Screen for Agonists. Thyrotropin-releasing hormone receptor (Homo sapiens), P34981. TRHR cells, calcium flux fluo-8, FDSS agonist mode. activation, % at 2 µM. 360,000 tested, 0.18% active; also: 0% is about no effect
Target sequence (P34981 whole entry, looked up): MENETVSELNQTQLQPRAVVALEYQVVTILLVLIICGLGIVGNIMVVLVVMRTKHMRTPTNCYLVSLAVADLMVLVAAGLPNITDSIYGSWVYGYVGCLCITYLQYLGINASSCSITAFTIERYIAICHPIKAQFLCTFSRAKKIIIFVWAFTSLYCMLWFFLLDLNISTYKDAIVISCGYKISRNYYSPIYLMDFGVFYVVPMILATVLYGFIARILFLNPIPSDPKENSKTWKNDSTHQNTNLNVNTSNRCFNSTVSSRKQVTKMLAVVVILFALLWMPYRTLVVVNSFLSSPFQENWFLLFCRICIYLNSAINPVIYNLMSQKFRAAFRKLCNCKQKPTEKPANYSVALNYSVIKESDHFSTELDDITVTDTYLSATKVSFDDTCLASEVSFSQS
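Steps: seed TRHR cells overnight; add fluo-8 no-wash Ca dye, RT 30 min–1.5 h; record 10 s baseline; pin-transfer compounds; monitor fluorescence 1 cycle/s for the agonist window. Calcium increases flag candidate agonists.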
TRHR PAM – qHTS for Small Molecule Agonists and Allosteric Enhancers of Human TRH Receptor: Primary Screen for Enhancers; Thyrotropin-releasing hormone receptor (Homo sapiens), P34981; TRHR cells, fluo-8 calcium fluorescence, EC20 TRH enhancement; enhancement, % at 2 µM; 360,000 tested, 0.66% active; AID 493056, 2011; in the data active = enhancement above about 30%; also: 0% is about no effect
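TRHR-expressing cells loaded with fluo-8 calcium dye were read kinetically (ex 480/em 530) during compound addition, then stimulated with an EC20 of TRH (10 nM final). Enhancement of the Gq-mediated intracellular calcium response was scored.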
Numbers without * were called inactive; . = no result given; & = joins results of further samples. Rule as the data show it, unless noted: active = activation above about 30%; inactive = the rest.

SMILES	D2 agonist	RXFP1 antag	D1 potentiator	D1 antag	D1 ag	D2 antagonist	D2 PAM	TRHR ag	TRHR PAM
CCCOc1ccc(N2CC(C(=O)NCCc3ccc(OC)c(OC)c3)CC2=O)cc1 (stereo not drawn)	0.3	-10	3	10	1	9	8	0.0	10
CCO[C@@H]1c2c(ccc3ccc(=O)oc23)OC(C)(C)[C@H]1O	-1.0	.	-1	7	-1	7	-3	-0.3	-2
O=c1[nH]c2ccccc2n2c(=S)[nH]nc12	0.6	0	-2	-1	2	2	1	-0.2	5
Cc1nccn1CC1CCc2c(c3ccccc3n2C)C1=O (stereo not drawn)	6.7	21	-7	-1	0	10	-24	0.3	28
CCN(C(=S)NC(=O)C1CC1)c1ccccc1	1.2	8	0	6	7	-14	4	0.5	6
O=C(c1ccc(Br)o1)N1CCN(c2ccc3nnc(-c4ccc(F)cc4)n3n2)CC1	-0.7	.	-5	-7	-3	-16	-4	-0.1	-4
CCCN1C(=O)C(NC(C)=O)c2ccccc21 (stereo not drawn)	0.0	-1	1	-5	0	-23	5	-1.0	12
COc1ccc(NC(=O)CN(C)C(=O)Cc2n[nH]c(=O)c3ccccc23)cc1	.	15	-7	-6	2	.	.	-0.6	6
CC(=O)Nc1ccc(NC(=O)C(C)Oc2ccccc2F)cc1 (stereo not drawn)	0.4	4	3	-1	1	-10	7	-0.1	2
Cc1onc(-c2ccccc2Cl)c1C(=O)Nc1nn[nH]n1	-0.2	42	-8	15	2	-14	1	0.9	3
Fc1ccc(Nc2c(-c3ccccn3)nc3ccc(Cl)cn23)cc1	-0.6	-17	1	10	4	.	-16	-0.3	3
CC(=O)N1c2ccc(S(=O)(=O)N3CCCCC3)cc2CC1C(=O)NCc1ccc(N(C)C)cc1 (stereo not drawn)	-2.8	-15	-4	-12	0	27	2	0.0	-12
COc1cccc(CN(CC(=O)NCc2ccccc2)C(=O)c2csnn2)c1	.	-4	-1	8	-1	.	.	0.0	4
Cc1ccc(S(=O)(=O)Nc2nc(C)c(C(=O)NNS(=O)(=O)c3ccccc3)s2)cc1	0.1	2	1	7	5	-14	7	0.2	7
Cc1cc(Nc2ncc(Cl)cc2Cl)n(-c2ccccn2)n1	-0.2	-10	4	3	4	9	7	0.7	2
CCCOc1ccc(C(=O)CCC(=O)NNC(=O)c2cccs2)cc1	-0.1	2	-7	2	0	-75	4	0.0	0
N#Cc1c(-c2cccs2)cc(-c2cccnc2)nc1N	0.2	-15	-6	4	0	49*	-2	0.2	0
N#Cc1cccc(NC(=O)Cc2ccccc2)c1	0.0	8	-2	14	2	0	0	-0.3	-1
CCCc1nc(N)c(C#N)c(-c2cccnc2)c1CC	-0.1	.	.	-17	2	9	-3	-0.3	-2
Cc1ccccc1OCc1nc(-c2ccc(NC(=O)c3cccs3)cc2)no1	2.1	-8	-7	-29	11	1	6	1.7	8
COc1ccccc1N=C(C)C1=C(O)CC(c2ccccc2)CC1=O (stereo not drawn)	1.8	-16	-5	9	2	-6	-14	-0.4	6
CCCCNC(=O)C1CCCN1C(=O)Nc1cccc(OC)c1 (stereo not drawn)	-0.4	8	4	1	2	19	11	-0.1	0
CCOc1ccc(NC(=O)COC(=O)COc2cccc3c2OC(C)(C)C3)cc1	-0.5	-7	-3	6	4	-19	-6	0.0	0
COCCNC(=S)N1C2CCC1CC(NC(=O)NC13CC4CC(CC(C4)C1)C3)C2 (stereo not drawn)	11	1	0	1	4	8	-1	0.3	1
Clc1ccc(CNc2ccccc2NCc2ccc(Cl)nc2)cn1	.	-19	0	-7	11	.	0	0.2	-5
N#C/C(=C\N1CCN(Cc2ccc3c(c2)OCO3)CC1)c1nc2ccccc2s1	0.1	-9	2	-9	12	7	10	-0.5	2
Cc1c(C(C)C)c(=O)n(-c2ccc(S(=O)(=O)NCc3ccccc3)cc2)n1C	.	-11	-4	-15	7	.	.	-0.5	-11
O=C(NCc1cccs1)C(=O)c1cn(CC(=O)N2CCCC2)c2ccccc12	3.3	-9	-10	20	3	-38	-3	1.4	-4
CCCn1c(=O)c(C(=O)Nc2cc(C)ccn2)c(O)c2ccccc21	1.9	3	11	-1	1	-3	-4	0.5	-1
Cc1c(C#N)c2ccccc2n1CC(=O)O	0.3	2	0	13	2	-4	11	0.0	-1
Cc1c(CN2CCCCC2)c(O)n(CCCO)c(=O)c1C#N	2.0	5	-6	-14	7	9	6	3.9	4
CNC(=O)COC(=O)c1ccccc1NC(=O)c1ccco1	0.6	10	10	1	1	-16	-1	0.0	2
COc1ccc(-c2cnnn2-c2ccc(NC(=O)c3ccco3)cc2)cc1OC	-0.2	14	-4	-14	0	19	11	0.2	8
O=C(CCn1c(=O)oc2ccccc21)Nc1nccs1	1.7	1	-6	15	4	-4	-18	1.2	-4
CCC1(c2ccc(F)cc2)NC(=O)N(CC(=O)Nc2ccc(N3CCCCC3)cc2)C1=O (stereo not drawn)	4.1	-5	1	-14	27	14	0	3.1	7
Cc1cc2ccccc2c(=O)n1CC(=O)Nc1ccc2c(c1)OCCO2	0.1	5	-2	-3	1	12	-3	-0.1	31*
COC(c1ccccc1)c1nnc(CCC(=O)N(C)CCCC2CCCC2)o1 (stereo not drawn)	0.2	9	-3	-32*	6	8	10	-2.0	-11
CCc1ccc(NC(=O)CSc2nc3c([nH]c4ccccc43)c(=O)n2-c2cccc(OC)c2)cc1	0.5	.	-4	-25	1	.	13	0.5	3
Cc1c(CCC(=O)O)c(=O)oc2cc3occ(-c4ccc(Br)cc4)c3cc12	0.4	6	3	9	1	-1	3	-0.5	0
Cn1c(=O)c(C(=O)CN2CCc3ccccc32)c(N)n(Cc2ccccc2)c1=O	0.7	1	1	-6	0	24	-7	1.0	-5
N/C(=N\OC(=O)c1cccc2ccccc12)c1ccc(Br)cc1	-1.7	-2	0	-14	4	-11	21	-0.9	7
CCOC(=O)c1ccccc1OCc1cc(/C=N/n2cnnc2)ccc1OC	0.7	0	2	-8	3	-2	17	-0.5	22
O=C(c1cccc(Oc2c(Cl)cccc2[N+](=O)[O-])c1)N1CCCCC1	1.0	8	-4	-10	3	-3	13	-0.6	-12
Cc1onc(-c2ccccc2Cl)c1C(=O)NCc1cccnc1	-0.5	-1	3	13	-3	-9	-24	0.7	5
CCN(Cc1ccccc1)S(=O)(=O)c1ccc2c(c1)CC(C)N2C(=O)C1CCC1 (stereo not drawn)	0.6	-6	0	-8	9	.	-4	0.5	4

D1 antag, entries above that show a hit.
structure | RXFP1 antag | D1 potentiator | D1 antag | D1 ag | D2 antagonist | D2 PAM | TRHR PAM
COC(c1ccccc1)c1nnc(CCC(=O)N(C)CCCC2CCCC2)o1 (stereo not drawn) | 9 | -3 | -32* | 6 | 8 | 10 | -11

Next section:
SMILES	D2 agonist	RXFP1 antag	D1 potentiator	D1 antag	D1 ag	D2 antagonist	D2 PAM	TRHR ag	TRHR PAM
c1ccc2cc(-c3cc4ccccn4c3)ccc2c1	-0.4	-3	-4	-2	1	-7	-3	0.4	1
Cc1ccc(S(=O)(=O)N2CCN(C(=O)c3ccc(-n4cncn4)c([N+](=O)[O-])c3)CC2)cc1C	0.8	11	-6	-16	1	0	8	-0.5	0
c1ccc(CNc2ncnc3ccccc23)cc1	0.5&-0.2	5	-2&-2	-2&-4	-2&9	0&2	16&16	0.2&-0.3	2&11
Cc1ccc(-n2c(C)nn(CC#N)c2=O)cc1	4.9	-2	-1	-7	2	-7	0	0.3	0
Cc1cc(C(=O)CCC(=O)NCc2ccccc2F)c(C)s1	-0.1	-16	2	-2	2	-4	-1	-0.7	2
CCN1CCN(c2nc(C)c3c(n2)CCCC3=O)CC1	0.3	-6	-3	-13	-1	-6	-18	0.6	-3
COc1ccc(OC)c(NC(=O)c2cccnc2Sc2ccccc2)c1	-1.0	2	-4	6	0	-4	-9	-0.7	5
COCCn1c(N)c(Sc2ccccc2)c(=O)[nH]c1=O	1.0	-10	0	-4	1	20	-29	2.0	-8
CC(C)C[C@H](NC(=O)C1CCN(S(=O)(=O)c2ccccc2)CC1)C(=O)NCc1ccncc1	0.1	13	-4	5	1	0	-2	0.4	4
CCN(CC)CCN(C(=O)c1ccc(Br)s1)c1nc2cc3c(cc2s1)OCO3	0.1	-1	-3	2	4	-4	-12	0.2	-3
Cc1ccc(NNC(=O)C2CCC2)cc1C	-0.8	18	2	-2	2	8	5	-0.8	0
O=C1N[C@H](Cc2ccccc2)CO1	-0.3	.	-7	-26	2	18	-6	-0.3	0
CCn1c(SCc2ccc(OC)cc2)nnc1-c1ccncc1	-0.2	-4	-1	-4	5	10	-11	0.3	-12
CC1CCCCN1CCCNC(=O)c1nn(C)c2c1CSc1ccccc1-2 (stereo not drawn)	0.5	2	-2	1	2	5	-7	-0.1	0
COc1ccc(C(=O)N2CCN(C3CCC(c4ccccc4)CC3)CC2)cc1OC (stereo not drawn)	0.8	-6	-12	-37*	-1	-2	-19	-0.3	-2

Complete entries, looked up by structure:
CC(C)C[C@H](NC(=O)C1CCN(S(=O)(=O)c2ccccc2)CC1)C(=O)NCc1ccncc1 in the list: D2 agonist = 0.1; RXFP1 antag = 13; D1 potentiator = -4; D1 antag = 5; D1 ag = 1; D2 antagonist = 0; D2 PAM = -2; TRHR ag = 0.4; TRHR PAM = 4
COCCn1c(N)c(Sc2ccccc2)c(=O)[nH]c1=O in the list: D2 agonist = 1.0; RXFP1 antag = -10; D1 potentiator = 0; D1 antag = -4; D1 ag = 1; D2 antagonist = 20; D2 PAM = -29; TRHR ag = 2.0; TRHR PAM = -8
COc1ccc(C(=O)N2CCN(C3CCC(c4ccccc4)CC3)CC2)cc1OC (stereo not drawn) in the list: D2 agonist = 0.8; RXFP1 antag = -6; D1 potentiator = -12; D1 antag = -37*; D1 ag = -1; D2 antagonist = -2; D2 PAM = -19; TRHR ag = -0.3; TRHR PAM = -2

Additional compounds follow:
SMILES	D2 agonist	RXFP1 antag	D1 potentiator	D1 antag	D1 ag	D2 antagonist	D2 PAM	TRHR ag	TRHR PAM
CC(=O)N1CCCc2cc(S(=O)(=O)Nc3ccc4c(c3)OCO4)ccc21	0.1	5	-4	-26	7	-10	-7	0.3	3
Cc1sc2ncn(Cc3ccccc3F)c(=O)c2c1C	-0.6	-6	-3	-4	1	-10	-3	-0.7	-3
COc1cc(NC(=O)CC2C(=O)N(c3cccc(C)c3)C(=O)N2Cc2cccs2)cc(OC)c1 (stereo not drawn)	-0.6	10	-2	5	3	.	-6	0.0	-3
CCOc1ccccc1NC(=O)NC1Cc2ccccc2C1	.	4	7	-7	3	.	.	-0.2	10

Source: PubChem
